D2 antagonist – HTS Assay for Allosteric Antagonists of the Human D2 Dopamine Receptor: Primary Screen for Antagonists | AID 485344, 2010 | HEK293 TREx D2 cells, calcium flux, dopamine EC80 | inhibition, % at 10 µM | 340,000 compounds, 2% hits; in the data active = inhibition above about 30%; also: 0% is about no effect
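HEK293 T-REx D2 cells, tet-induced, calcium dye no-wash. Cpd pintool add, 180 s kinetic, then EC80 DA, 180 s kinetic. Ca flux read.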
D2 agonist – HTS Assay for Allosteric Agonists of the Human D2 Dopamine Receptor: Primary Screen for Agonists. D(2) dopamine receptor (Homo sapiens), P14416. HEK293 T-REx D2 cells, calcium flux agonist mode. activation, % at 2 µM. 340,000 compounds, 0.53% hits. AID 485358, 2010;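 active = activation over 3 SD above normal in the single-dose calcium agonist read, cut at about 30% in these data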; also: 0% is about no effect
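HEK293 Trex D2 cells, tetracycline-induced, o/n 30 C 5% CO2; no-wash Ca dye, RT 30–90 min; 10-cycle baseline, 23 nl cpd added, kinetic Ca read 180 s; agonist hits = positive Ca response.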
LDHA inh – qHTS assay for inhibitors of human lactate dehydrogenase | L-lactate dehydrogenase A chain (Homo sapiens), P00338 | purified LDHA, NADH/diaphorase-resazurin fluorescence; active compounds read low | activity change, % (values are at about 110 or 230 µM) | 480,000 compounds, 0.15% hits | AID 1347041, 2019; in the data active = activity change below about -30%; inconclusive = mostly about -25% to -30%;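 also: plate controls were DMSO wells for no effect and wells without enzyme for full effect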
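LDH5 2 nM; NADH 0.06 mM, pyruvate 0.2 mM; 200 mM Tris pH 7.4, EDTA, Tween-20; 5 min RT. Detection: diaphorase 0.133 mg/mL + resazurin 37 µM, fluorescence ex540/em590 at 0 and 20 min; normalized to enzyme-free and DMSO wells.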
Glioma ERSR ind – qHTS for Inducers of the Endoplasmic Reticulum Stress Response (ERSR) in Human Glioma: qHTS; AID 602332, 2012; 420,000 compounds, 0.02% hits; Potency, µM, without a hit: at the highest dose activation, actives largely listed as activators; U87-MG GRP78 promoter luciferase reporter, 16 h; also: potency is read from the fitted curve at half-maximal effect; series mostly up to about 76 µM; % of control where 0% means no effect; nearly all actives have a fitted effect of over 35% in size
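Stably transfected U87-MG glioma cells carrying a GRP78-based luciferase sensor; 16 h compound incubation. Luminescence end-point read 10 min after Bright-Glo addition at room temperature.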
ALOX12 inh – Primary qHTS assay for inhibitors of human arachidonate 12S-lipoxygenase (ALOX12): Round 2; Potency, µM (series often up to 108 µM), inactives show top-dose activity change, negative = inhibition, actives largely listed as inhibitors; purified 12hLO, xylenol orange hydroperoxide absorbance; 580,000 compounds, 1.1% hits; Polyunsaturated fatty acid lipoxygenase ALOX12 (Homo sapiens), P18054; AID 1671190, 2021; also: potency is read from the fitted curve at half-maximal effect; % is scaled to controls: 0 for no effect and ±100 for the full control effect
Target sequence (P18054 whole entry, looked up): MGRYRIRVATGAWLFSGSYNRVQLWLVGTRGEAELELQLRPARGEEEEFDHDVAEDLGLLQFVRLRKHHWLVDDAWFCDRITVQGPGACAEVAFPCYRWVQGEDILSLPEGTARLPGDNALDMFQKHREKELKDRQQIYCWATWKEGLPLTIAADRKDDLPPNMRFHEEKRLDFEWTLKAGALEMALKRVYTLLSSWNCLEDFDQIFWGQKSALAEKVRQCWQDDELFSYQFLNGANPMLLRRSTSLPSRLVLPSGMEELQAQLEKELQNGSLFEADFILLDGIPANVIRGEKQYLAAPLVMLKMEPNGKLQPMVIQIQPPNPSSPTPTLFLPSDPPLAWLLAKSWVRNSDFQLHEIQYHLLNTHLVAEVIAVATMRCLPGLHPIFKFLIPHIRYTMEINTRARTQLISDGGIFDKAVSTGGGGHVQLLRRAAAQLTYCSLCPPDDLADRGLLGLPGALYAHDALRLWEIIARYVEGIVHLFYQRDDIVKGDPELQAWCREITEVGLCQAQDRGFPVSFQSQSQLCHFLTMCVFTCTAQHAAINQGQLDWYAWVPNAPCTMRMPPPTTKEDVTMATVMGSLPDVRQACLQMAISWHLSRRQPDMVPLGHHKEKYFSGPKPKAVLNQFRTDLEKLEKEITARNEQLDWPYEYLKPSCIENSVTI
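Purified human 12hLO at 150 nM in 25 mM Hepes, 0.01% Triton X-100, pH 7.0, preincubated 15 min at room temperature with compound. Reaction started with 40 uM arachidonic acid, 30 min at room temperature. Hydroperoxide measured by Fe-xylenol orange, 573/405 nm absorbance ratio.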
Vif-APOBEC3G blk – qHTS for Inhibitors of Vif-A3G Interactions: qHTS; DNA dC->dU-editing enzyme APOBEC-3G (Homo sapiens), Q9HC16; 410,000 compounds, 0.076% hits; HeLa A3G-eYFP + Vif (tagged APOBEC3G with the HIV-1 protein that degrades it), YFP fluorescence, overnight; AID 602310, 2012; Potency, µM (series often up to 46.1 µM), for the others: at the highest dose activity, negative = active, most hits filed as inhibitors;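 also: potency is read from the fitted curve at half-maximal effect; % is scaled to controls: 0 for no effect and ±100 for the full control effect; nearly all actives have a fitted effect of over 60% in size; hits raise eYFP signal because A3G escapes Vif-driven loss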
Target sequence (Q9HC16 whole entry, looked up): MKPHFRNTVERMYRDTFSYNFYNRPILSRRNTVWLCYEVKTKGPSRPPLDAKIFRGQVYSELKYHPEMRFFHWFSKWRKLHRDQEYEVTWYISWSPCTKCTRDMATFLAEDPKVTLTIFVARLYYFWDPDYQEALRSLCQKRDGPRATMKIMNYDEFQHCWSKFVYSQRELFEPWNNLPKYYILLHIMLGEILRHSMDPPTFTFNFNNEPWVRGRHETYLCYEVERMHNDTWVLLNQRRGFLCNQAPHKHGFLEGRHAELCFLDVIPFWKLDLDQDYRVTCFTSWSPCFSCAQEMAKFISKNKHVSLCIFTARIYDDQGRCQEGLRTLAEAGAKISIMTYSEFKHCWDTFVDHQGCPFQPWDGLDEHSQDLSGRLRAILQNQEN
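HeLa cells stably expressing Vif and C-terminally eYFP-tagged A3G, seeded overnight at 37 deg C, then exposed to compound by pintool overnight at 37 deg C. Rise in yellow fluorescence (Ex 488/Em 500-530, Acumen) marks blocked Vif-driven A3G degradation.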
Vif-APOBEC3F blk – qHTS for Inhibitors of Vif-A3F Interactions: qHTS | HeLa A3F-eYFP + Vif (tagged APOBEC3F with the HIV-1 protein that degrades it), YFP fluorescence increase | 390,000 compounds, 0.2% hits | Potency, µM (doses to about 46.1 µM), without a hit: at the highest dose activity, negative = active; also: potency is read from the fitted curve at half-maximal effect; % of control where 0% means no effect; nearly all actives have a fitted effect of over 65% in size
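HeLa cells stably expressing A3F-eYFP plus Vif, plated and incubated overnight at 37 deg C, then exposed to compounds overnight at 37 deg C. Blocked degradation read as raised yellow fluorescence (Ex 488/Em 500-530).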
RGS4 inhibitor – Inhibitors of Regulator of G Protein Signaling (RGS) 4: qHTS | 390,000 compounds, 0.039% hits | Regulator of G-protein signaling 4 (Homo sapiens), P49798 | Transcreener GDP fluorescence polarization, RGS4-accelerated GTP hydrolysis | Potency, µM (titrated, usually from 114 µM), inactives show at the highest dose activity change, negative = inhibition, usual class: inhibitors; also: potency is read from the fitted curve at half-maximal effect; % is scaled to controls: 0 for no effect and ±100 for the full control effect; nearly all actives have a fitted effect of over 75% in size; some results filed as inactive show a strong effect at the top dose
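MLSMR compounds (23 nl, pin-transferred) preincubated 10 min at room temperature with a 500nM (2x) first reagent, then RGS4 at 900nM (2x) plus Transcreener GDP mix added; fluorescence polarization (620/688 nm) read before and after 90 min at 30 °C.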
ERG Ets-DNA blk – qHTS for Small Molecule Inhibitors of the ERG Ets/DNA interaction | Transcriptional regulator ERG (Homo sapiens), P11308 | fluorescence polarization, His-ERG Ets domain / labelled DNA | 370,000 compounds, 0.028% hits | Potency, µM (titrated, usually from 76.9 µM), inactives show at the top dose FP activity, negative = inhibition, hits mostly inhibitors | AID 624246, 2012; active = well fitted inhibition curve with a large enough effect in the polarisation, with a control signal flat; inconclusive = small, poorly fitted or top-dose-only effect, or effect the other way, or a change in a side signal; inactive = no such curve, though single readings can be large or run the other way; the % refers to the polarisation;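 also: polarization taken with two DNA probes labelled with fluorescein and Texas red; potency is read from the fitted curve at half-maximal effect; % of control where 0% means no effect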
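His-tagged ERG Ets domain (1 uM in the protein solution; 300mM KCl, 50mM Tris-HCl, 1mM EDTA, 1mM DTT, pH 7.5) received compound, then a probe mix of 5 nM fluorescein-DNA and 100nM Texas-615-DNA. Fluorescence polarization was read for both dyes.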
An asterisk follows results filed as active; ? = inconclusive; . = no result given; & = joins results of further samples; [ ] = remark or other dose. Unless noted, calls follow the shape of the dose curve; as a rule, active = well fitted curve in the direction sought with a large enough effect; inconclusive = small, poorly fitted or top-dose-only effect, or another doubt; inactive = no such curve, though single readings can be large; an effect the other way counts as inactive or inconclusive. This is a subset; the hit share may differ from the screen's.

canonical_smiles,D2 antagonist,D2 agonist,LDHA inh,Glioma ERSR ind,ALOX12 inh,Vif-APOBEC3G blk,Vif-APOBEC3F blk,RGS4 inhibitor,ERG Ets-DNA blk
CC(CCc1ccccc1)NCC(O)c1cccc([N+](=O)[O-])c1 (configuration not stated),59*,59*,0,-7%,-26%,-1%,-12%,6%,-7%
N#CCCN1CCN(CCC#N)c2ccccc21,.,.,27,-1%,28µM*,-3%,0%,-11%,-2%
Cn1c2c(c(=O)n(C)c1=O)C(CC(=O)Nc1ccccc1F)C(=O)N2 (configuration not stated),-9,0.5,-10,4%,3%,0%,-3%,-6%,-1%
N#Cc1ccc[n+](CC(=O)c2ccc(Cl)cc2)c1,-2,1.3,-2,-2%,?,-4%,-5%,18%,-8%
O=C(O)C(Cc1ccc(Cl)cc1)Sc1nc2ccccc2[nH]1 (configuration not stated),13,0.3,-8,0%,?,-1%,?,-9%,-3%
O=C(CCc1nc(-c2ccccc2F)no1)NCCN1CCc2ccccc2C1,-30,2.8,0,3%,.,-10%,-4%,20%,10%
CCN(CC)c1ccc(NC2=C(Cl)C(=O)c3ccccc3C2=O)cc1,13,0.3,22,-13%,.,-1%,4%,-22%,-6%
Cc1nc(-c2cccs2)sc1C(=O)O,14,-1.3,-7,-3%,5%,-2%,0%,-6%,53%[activator]
CCOc1ccc(/C=C/C(=O)c2ccc(-c3ccccc3)cc2)cc1,-9,-1.8,-4,-3%,-25%,-1%,-2%,5%,-8%
O=C(COC(=O)c1ccc2ncsc2c1)Nc1ncc(Cl)cc1Cl,0,0.6,-2,-11%,-27%,-1%,-2%,-7%,-2%
O=C(NCCO)c1cccc(Cl)c1,21,-0.9,-4,-5%,-13%,0%,-7%,-6%,5%
C[C@@H]1CN([C@H](C)CO)C(=O)CCCn2nncc2CO[C@H]1CN(C)CC1CC1,.,.,-14,-5%,12%,2%,.,.,.
O=C(CNS(=O)(=O)c1cccc(Cl)c1)OCc1csc(-c2ccccc2)n1,9,-1.1,-9,-1%,1%,-3%,-7%,49%,-4%
CN(CCc1cnn(C)c1)Cc1cn(C)nc1-c1ccccc1F,-22,2.1,-5,2%,-1%,-2%,-25%,-12%,-11%
Cc1ccc(OCC(=O)Nc2ccon2)c([N+](=O)[O-])c1,0,-0.3,-2,11%,-7%,2%,-6%,26%,1%

Ordered by the number under ERG Ets-DNA blk (smallest number first): 3 from the list above.
SMILES,ERG Ets-DNA blk
N#Cc1ccc[n+](CC(=O)c2ccc(Cl)cc2)c1,-8%
Cn1c2c(c(=O)n(C)c1=O)C(CC(=O)Nc1ccccc1F)C(=O)N2 (configuration not stated),-1%
O=C(CCc1nc(-c2ccccc2F)no1)NCCN1CCc2ccccc2C1,10%

Other records:
canonical_smiles,D2 antagonist,D2 agonist,LDHA inh,Glioma ERSR ind,ALOX12 inh,Vif-APOBEC3G blk,Vif-APOBEC3F blk,RGS4 inhibitor,ERG Ets-DNA blk
O=[N+]([O-])c1cc2no[n+]([O-])c2cc1N1CCCCC1,.,.,36,-12%,?,-6%,?,?,-15%
COc1cccc(C(C)(O)c2nc(-c3ccccc3C)cs2)c1 (configuration not stated),.,.,-19,-5%,3%,1%,.,.,.
CCc1cc2c(=O)c(-c3cnn(-c4ccccc4)c3)coc2c(CN2CCOCC2)c1O,11,0.4,-3,-2%,3%,-4%,-4%,14%[11.4 µM],-10%
O=C(NC1CCN(Cc2ccccc2)C1)c1cc(S(=O)(=O)N2CCOCC2)ccc1Cl (configuration not stated),-18,0.2,-2,-1%,439%[activator],3%,4%,5%,-2%
Cc1ccc(NC(=O)C(=O)NCC(c2ccc3c(c2)OCO3)N2CCN(c3ccccc3)CC2)cc1 (configuration not stated),.,.,-5,-1%,-12%,0%,-13%,13%,1%
COc1ccc(C2C(C(=O)NCc3ccco3)CCC(=O)N2c2ccc(OC)cc2)cc1 (configuration not stated),38*,-0.1,8,-7%,0%[57.4 µM],0%,-10%,4%,-11%
c1ccc(CNc2nc(NCc3cccs3)nc3ccsc23)cc1,.,.,-7,-2%,?,-10%,.,.,.
Cc1cccc(NC(=S)NC(=O)/C=C/c2ccco2)c1,29,-0.3,-4,4%,?,?,-19%,-45%,10%
Cc1ccc(-c2cccc(C(=O)NCc3ccccc3)n2)c2ccccc12,-10,0.3,1,-3%,-6%,-4%,0%,-4%,-4%
COc1ccc(NC(=O)c2ccc3c(SCC(=O)O)c4c(nc3c2)CCC4)c(OC)c1,.,-0.6,0,-1%,?,-1%,2%,-16%,6%
O=C(N/N=C/c1ccc2c(c1)OCO2)C(O)c1ccccc1 (configuration not stated),-5,3.2,-4,6%,?,1%,-15%,-17%,-7%
COc1cccc(-c2cc(C(=O)Nc3cc(C)nn3-c3ccccc3)no2)c1,.,-0.5,-15&-2,-3%&-6%,-28%&4%,-5%&-1%,0%&-2%,4%&12%,-3%&4%
O=C(CSc1cnc2ccccc2n1)c1ccc(F)cc1,-7,0.1,-13,-9%,?,-3%,-2%,11%[11.4 µM],7%
COc1ccc(C(=O)N(Cc2ccc(C(C)C)cc2)C2CCS(=O)(=O)C2)cc1 (configuration not stated),.,-0.3,3,-3%,2%,-5%,1%,27%,17%
CCc1cc(/C(Cc2ccccn2)=N\Nc2ccccc2)c(O)cc1O,2,2.6,11,-1%,?,8%,-4%,?,-4%
CCOC(=O)C1=NNC(C(=O)OCC)C1c1ccccc1 (configuration not stated),.,.,-3,-2%,?,-1%,16%,-43%,6%
COc1ccccc1OCC(=O)NCC(c1ccc(Cl)cc1)N1CCCCC1 (configuration not stated),.,-0.1,1,-1%,-26%,1%,-3%,-11%,-3%
O=C(C[n+]1ccccc1)NNc1ccccc1,10,0.5,9,-2%,?,0%,-1%,-16%,-11%
CC(O)(c1cccc(F)c1)c1nc(-c2ccncc2)cs1 (configuration not stated),.,.,-3,-5%,6%,-6%,.,.,.
COc1ccccc1C(=O)NCCC(=O)N1CCN(S(=O)(=O)c2ccccc2C(F)(F)F)CC1,11,1.4,-2,-4%,20%,0%,8%,-1%,-6%
Cn1cccc1C(=O)C(=O)Nc1cccc(Cl)c1Cl,-8,-0.8,-6,4%,?,-2%,1%,-20%,-8%
COc1ccc(NC(=O)Nc2ccc3c(c2)C(=O)N([C@@H](C)CO)C[C@@H](C)[C@@H](CN(C)CC2CCCCC2)O3)cc1,.,.,1,-2%,-1%,2%,1%,10%,-3%
Cc1ccc(C(=O)NC(Cc2cccc(C(F)(F)F)c2)C(=O)O)cc1 (configuration not stated),.,.,0,-1%,0%,-3%,6%,11%,4%
CCC(C)[C@H](NC(=O)[C@H](Cc1ccccc1)n1c(=O)[nH]c2ccccc2c1=O)C(=O)N1CCC(C(=O)O)CC1 (some centres not stated),17,0.3,3,-2%,-18%,4%,-1%,-8%,2%
CN(C)c1ccc(C(CNS(=O)(=O)c2ccc(Br)cc2)N2CCOCC2)cc1 (configuration not stated),.,0.4,-5,-2%,-26%,1%,1%,20%,1%
Cc1ccc(C(=O)N2CCN(C)CC2)cc1[N+](=O)[O-],-6,1.1,1,-2%,5%,-8%,-6%,15%,-2%
O=C(C[C@@H]1C/C=C\C[C@@H](NC(=O)OCC2c3ccccc3-c3ccccc32)C(=O)OC[C@@H](Cc2ccccc2)NC1=O)NCCO,.,.,-7,-3%,?,2%,-1%,-2%,-17%
O=C1C2CC=CCC2C(=O)N1c1nc2n(n1)C(c1ccccc1)CC(c1ccccc1)N2 (configuration not stated),4,0.3,-1,-6%,-19%,0%,-2%,-28%,11%
Cc1cccc(N2CCn3c2nc2c3c(=O)n(C/C=C/c3ccccc3)c(=O)n2C)c1,.,-0.1,-4,-3%,-5%,-6%,0%,13%,-2%
COC(=O)C1=C(C)NC(=O)NC1c1ccc(-c2ccccc2Cl)o1 (configuration not stated),-3,0.3,-7,-3%,-11%,-12%,?,?,5%
Cc1ccc(-c2csc(NCCc3nc4cc(Cl)c(Cl)cc4n3CCOCCO)n2)cc1,.,.,-2,4%,-29%,-7%,1%,-20%,-10%
CCC(C)/C(C)=N/NC(=O)CNS(=O)(=O)c1ccc([N+](=O)[O-])cc1 (configuration not stated),-4,1.7,1,-5%,16%,-1%,0%,13%,6%
CCOc1ccc(C(C)(O)CN2CCOCC2)cc1 (configuration not stated),.,.,-8,-7%,?,-1%,-8%,-28%[56.9 µM],2%

Bioassay records (PubChem BioAssay)
